Screens from PubChem.
NadD inh: blocks S. aureus nicotinate mononucleotide adenylyltransferase | purified NadD enzyme, colorimetric absorbance read-out | inhibition, % at 20 µM | hit rate 0.78% among 360,000 | AID 602399; in the data active means inhibition above about 26%; further: some compounds past the cut are filed as inactive
STEP inh: blocks human striatal-enriched tyrosine phosphatase. inhibition, % at 20 µM. recombinant STEP, OMFP fluorogenic substrate, fluorescence. AID 588621. hit rate 0.25% among 360,000. P54829;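 active means inhibition at 20 µM, scaled per plate between control wells, above about 37%, limit read from the data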;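 further: 0% = DMSO with enzyme and substrate and 100% = substrate only without enzyme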
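Assay system: isolated STEP enzyme. Buffer or medium: pH 6.0 Bis-Tris with DTT and Tween 20. Also added: fluorogenic phosphatase substrate OMFP at 25 µM final. Dosing: 20 µM, 1% DMSO. Timing: 20 min reaction, room temperature, in the dark. Measured by: fluorescence intensity, excitation 480 nm, emission 540 nm. Evaluation: normalized % inhibition.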
Rpn11 block: Rpn11 (human) deubiquitinase inhibition | human 26S proteasome, Ub4-pepOG fluorescence polarization; 20S core pre-blocked with epoxomicin | calls only at 20 µM | hit rate 0.59% among 360,000 | AID 588493;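 active means inhibition at 20 µM, scaled to each plate's controls, above about 33%, limit read from the data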
Target sequence (O00487 whole entry, looked up): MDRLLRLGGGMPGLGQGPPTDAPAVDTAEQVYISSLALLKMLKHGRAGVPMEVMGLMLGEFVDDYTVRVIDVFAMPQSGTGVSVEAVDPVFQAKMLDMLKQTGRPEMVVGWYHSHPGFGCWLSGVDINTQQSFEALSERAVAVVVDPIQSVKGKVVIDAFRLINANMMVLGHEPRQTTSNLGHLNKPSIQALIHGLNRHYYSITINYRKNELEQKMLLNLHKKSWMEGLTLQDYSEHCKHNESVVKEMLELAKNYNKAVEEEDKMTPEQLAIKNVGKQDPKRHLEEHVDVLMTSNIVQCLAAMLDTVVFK
Scp-1 inhibitor: inhibitors of human Scp-1 phosphatase; Q9GZU7; Recombinant Scp1, phosphopeptide, malachite green phosphate absorbance; inhibition, % at 20 µM; hit rate 0.88% among 340,000;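 active means inhibition above about 50% at 20 µM, limit read from the data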;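 further: plate controls were DMSO wells with enzyme for no effect and wells lacking enzyme for full effect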
Target sequence (Q9GZU7 76-261 limits assumed): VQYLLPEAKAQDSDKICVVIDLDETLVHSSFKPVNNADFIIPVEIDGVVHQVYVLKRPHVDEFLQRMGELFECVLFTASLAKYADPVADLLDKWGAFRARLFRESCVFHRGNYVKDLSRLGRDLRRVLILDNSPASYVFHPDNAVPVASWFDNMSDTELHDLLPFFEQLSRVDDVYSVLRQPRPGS
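System: truncated SCP-1 phosphatase (76-261aa); medium: Tris acetate buffer pH 5.5 with MgCl2 and Tween-20; incubation: 45 min room-temperature reaction, 5 min colour, 30 min stabiliser; compound: single 20 µM dose, 1% DMSO; reagent: Phosphorylated 17-residue peptide substrate; read-out: % inhibition at 20 µM; technique: colorimetric free-phosphate detection, absorbance 630 nm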
CSN inh: inhibitors of human CSN-mediated cullin deneddylation | AID 651999 | inhibition, % at 12.5 µM | Purified CSN, SCF-Nedd8-OG deneddylation, fluorescence polarization | hit rate 0.38% among 360,000;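 active means pattern-corrected inhibition above about 35%, with an unprinted fluorescence ratio check between 0.5 and 1.5, limit read from the data, passing the limit was not always enough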;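 further: 0% = enzyme with substrate and 100% = substrate without enzyme; some results filed as inactive read as strong as hits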
Target sequence (Q92905 whole entry, looked up, one chain of several): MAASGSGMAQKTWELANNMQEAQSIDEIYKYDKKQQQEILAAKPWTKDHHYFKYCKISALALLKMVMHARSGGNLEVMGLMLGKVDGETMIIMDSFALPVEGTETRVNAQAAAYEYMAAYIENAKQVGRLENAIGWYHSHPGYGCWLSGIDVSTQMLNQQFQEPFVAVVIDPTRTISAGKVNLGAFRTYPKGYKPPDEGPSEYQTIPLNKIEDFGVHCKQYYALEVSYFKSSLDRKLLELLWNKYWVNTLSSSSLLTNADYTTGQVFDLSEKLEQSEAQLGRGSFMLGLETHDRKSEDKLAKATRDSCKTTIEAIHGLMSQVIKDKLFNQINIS
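test system = HEK293T-derived human Csn5 enzyme | amount = 0.24 nM Csn5 enzyme, final concentration | medium = Tris/NaCl/DTT buffer, pH 7.5 | schedule = 90 min reaction at room temperature | signal = FP | evaluation = inhibition of Csn5 cleavage, % | compound dosing = single dose of 12.5 µM compound with 0.25% DMSO | probe or stimulus = 10 nM SCFSkp2-Nedd8OG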
LMPTP block: blocks human LMPTP phosphatase | P24666 | recombinant LMPTP-A, OMFP fluorogenic substrate, fluorescence intensity | inhibition, % at 20 µM | hit rate 0.22% among 360,000;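 active means compounds that cut the enzyme signal by at least half of the control window in the single-dose screen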;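 further: plate controls were DMSO wells with enzyme plus substrate for no effect and substrate without enzyme for full effect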
Target sequence (P24666 whole entry, looked up): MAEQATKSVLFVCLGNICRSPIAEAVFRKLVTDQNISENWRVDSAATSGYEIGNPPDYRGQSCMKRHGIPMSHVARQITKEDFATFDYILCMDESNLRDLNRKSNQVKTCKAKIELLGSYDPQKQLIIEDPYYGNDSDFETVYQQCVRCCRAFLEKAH
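Test system: LMPTP-A, protein tyrosine phosphatase of low molecular weight; Input: 0.625 nM enzyme; Incubation: 50 min dark incubation at room temperature; Signal: endpoint fluorescence intensity from OMFP dephosphorylation; Read-out basis: % inhibition versus control wells.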
SUMO1 PPI mod: alters human SUMO1 binding to SIM partners | SUMO1 binding to a labelled peptide, TR-FRET, 1 h | inhibition, % at 20 µM | hit rate 0.33% among 360,000; in the data active means inhibition above about 37%
DNMT1 inh: DNMT1 (human) enzyme inhibition | inhibition (reported as % activation of signal), % at 10 µM | hit rate 0.83% among 360,000 | DNMT1 molecular beacon, Hinp1I cleavage, fluorescence | P26358; in the data active means inhibition above about 50%
Rin1 Abl inh: blocks binding of human Rin1 to Abl | hit rate 0.4% among 360,000 | AID 588664 | inhibition, % at 7.35 µM | TR-FRET Rin1/Abl binding, biochemical; in the data active means inhibition above about 5%, passing the limit was not always enough
Neddyl block: blocks human cullin neddylation; hit rate 0.58% among 360,000; AID 651699; calls only at 25 µM; TR-FRET cullin neddylation, biochemical; in the data active means inhibition above about 36%
Active calls of the source: *; i = inactive; nt = no result given.

structure	NadD inh	STEP inh	Rpn11 block	Scp-1 inhibitor	CSN inh	LMPTP block	SUMO1 PPI mod	DNMT1 inh	Rin1 Abl inh	Neddyl block
NNC(=O)c1nnn(-c2nonc2N)c1-c1cccs1	-2	0	i	1	2	0.3	-2	1	3	i
CCCc1[nH]n(-c2nc3ccccc3s2)c(=O)c1C=NCCN1CCOCC1	-4	-4	i	-7	7	-6.3	1	1	0	i
Cc1nn(-c2ccccc2)c2[nH]c(=O)c(CNCc3ccc4c(c3)OCO4)cc12	-4	6	i	-3	1	1.1	7	0	-1	i
COC(=O)CCCC1=CC2=CC(=O)C(C)(OC(=O)c3cccs3)C(=O)C2=CN1CCCOC(C)C (stereo not drawn)	4	1	i	-4	-7	0.5	-19	-6	-2	i
COc1ccc2cc(C(=O)NC3CCCCC3)c(=O)oc2c1	1	2	i	4	7	-0.2	-4	16	-3	i
O=C(NCc1ccc2c(c1)OCO2)c1c[nH]c2ccc(S(=O)(=O)N3CCOCC3)cc2c1=O	3	0	i	6	4	1.2	0	4	-1	i
O=C(Nc1ccccc1)c1nnsc1S(=O)(=O)c1ccc(Cl)cc1	1	0	i	4	-3	-1.3	1	11	1	i
CC1=C/C(=C/N(C)C)C(=O)O1	3	0	i	-8	-3	0.9	-2	0	-1	i
Cc1ccccc1OCC(=O)Nc1cccc(NC(=O)c2ccco2)c1	-9	-2	i	-8	0	0.9	5	-4	1	i
COc1cc(/C=N/NC(=O)CCc2n[nH]c(=O)[nH]c2=O)ccc1O	2	-5	i	-2	-5	-2.1	-1	2	-5	i
CC(=O)Nc1ccc(OCC(=O)N2CCc3ccccc3C2)cc1	-7	-2	i	-1	2	-0.6	-4	0	-1	i
CCOC(=O)[C@@H]1CSCCS(=O)(=O)N1	-1	-2	i	-14	3	-1.0	4	-1	-2	i
CC(C)(C)n1cnnc1Sc1ncccc1[N+](=O)[O-]	-5	0	i	-11	2	-0.3	-26	1	-5	i
COc1ccc2c(c1)[nH]c1c(=O)n(CCN(C)C)cnc12	-4	2	i	3	-3	3.0	1	0	-3	i
COCCn1c(-c2ccc(-c3ccccc3Cl)o2)nc2c1c(=O)[nH]c(=O)n2CC(C)C	8	2	i	-2	12	-1.0	8	13	1	i
CC(C)[C@@H](NC(=O)C1CCC(CNC(=O)[C@H](Cc2ccccc2)NC(=O)OC(C)(C)C)CC1)C(=O)O (stereo partly drawn)	-5	-2	i	7	-4	-1.4	0	1	0	i
COc1ccc(C2=C(Nc3ccc(F)cc3)c3ccccc3C2=O)cc1	-4	-1	i	-3	-2	5.9	-6	14	-1	i
O=S(=O)(NC1CC1)c1ccc(S(=O)(=O)N2CCCC3(CCCCC3)C2)cc1	4	-4	i	-3	4	-1.3	0	12	5	i
CS(=O)(=O)N(CC(=O)NCc1ccc2c(c1)OCO2)C1CCCCC1	5	2	i	1	-1	0.3	-3	3	6	i
O=C(Nc1ccc(Br)cc1)C1CCN(C(=O)c2ccc(F)cc2)CC1	0	-2	i	-16	4	0.2	-2	5	3	i
Cc1cc(C)nc(SCc2ccc(C(=O)NN=C3CCCC3)cc2)n1	-5	2	i	3	7	0.6	0	-2	1	i
Nn1cc(-c2ccccc2)nc1SCC(=O)Nc1ccc2c(c1)OCO2	-1	3	i	-8	-7	1.9	1	-1	-2	i
COCCn1nnnc1C(CC(C)C)N1CCN(c2cccc(OC)c2)CC1 (stereo not drawn)	2	-3	i	-7	4	0.0	-1	1	-4	i
Cc1cc(C)c(S(=O)(=O)N2CCCc3ccccc32)c(C)c1	2	2	i	-18	-1	3.3	2	1	-1	i
Cc1cc(C(=O)NCC(=O)O)c(C)o1	4	0	i	-4	4	-0.5	-2	3	4	i

Just Rpn11 block and Rin1 Abl inh, for some of the entries so far:
SMILES,Rpn11 block,Rin1 Abl inh
COc1ccc2cc(C(=O)NC3CCCCC3)c(=O)oc2c1,i,-3
O=C(NCc1ccc2c(c1)OCO2)c1c[nH]c2ccc(S(=O)(=O)N3CCOCC3)cc2c1=O,i,-1
O=C(Nc1ccccc1)c1nnsc1S(=O)(=O)c1ccc(Cl)cc1,i,1
CC1=C/C(=C/N(C)C)C(=O)O1,i,-1
Cc1ccccc1OCC(=O)Nc1cccc(NC(=O)c2ccco2)c1,i,1

Sorted by heavy-atom count (descending): part of the list above
structure	NadD inh	STEP inh	Rpn11 block	Scp-1 inhibitor	CSN inh	LMPTP block	SUMO1 PPI mod	DNMT1 inh	Rin1 Abl inh	Neddyl block
COCCn1c(-c2ccc(-c3ccccc3Cl)o2)nc2c1c(=O)[nH]c(=O)n2CC(C)C	8	2	i	-2	12	-1.0	8	13	1	i
CS(=O)(=O)N(CC(=O)NCc1ccc2c(c1)OCO2)C1CCCCC1	5	2	i	1	-1	0.3	-3	3	6	i
O=C(Nc1ccccc1)c1nnsc1S(=O)(=O)c1ccc(Cl)cc1	1	0	i	4	-3	-1.3	1	11	1	i
COc1ccc2c(c1)[nH]c1c(=O)n(CCN(C)C)cnc12	-4	2	i	3	-3	3.0	1	0	-3	i

Further structures:
SMILES | NadD inh | STEP inh | Rpn11 block | Scp-1 inhibitor | CSN inh | LMPTP block | SUMO1 PPI mod | DNMT1 inh | Rin1 Abl inh | Neddyl block
CC(C)CCNC(=O)C(=O)Nc1cc2c3c(c1)CC(=O)N3CCC2 | 3 | 0 | i | -1 | -2 | 1.7 | 1 | -4 | -3 | i
COc1cccc(CN(C)C(=O)c2cc(S(=O)(=O)NCc3ccccc3)ccc2C)c1OC | 1 | -3 | i | -8 | 1 | -10.0 | -24 | -9 | 2 | i
O=C1Cc2ccccc2C(c2ccc(Br)cc2)N1 (stereo not drawn) | -4 | -1 | i | -4 | 2 | -1.1 | 2 | 1 | 1 | i
Cn1ncc2c(NCc3ccccc3)ncnc21 | 2 | 0 | i | -10 | 1 | 0.8 | -3 | -2 | 5 | i
CCC(=O)Nc1ccc2c(c1)N(C(C)=O)c1ccccc1CC2 | 2 | -2 | i | 21 | 0 | 1.6 | 1 | 0 | -2 | i
CCc1ccc(C2NC(=S)NC3=C2C(=O)CC(C)(C)C3)cc1 (stereo not drawn) | 1 | -3 | i | -9 | 1 | -2.7 | 3 | -3 | -2 | i
CCCCC(=O)Nc1ccc2oc(-c3ccncc3)nc2c1 | -2 | -4 | i | 2 | 0 | -0.2 | 1 | 6 | -2 | nt
CC(C)c1ccc(NC(=O)C(c2ccccc2)N(C)C(=O)CCc2c[nH]c3ccccc23)cc1 (stereo not drawn) | 11 | 4 | i | -10 | 3 | 3.6 | 0 | -17 | 0 | i
C=CCn1c(SCC(=O)c2cc(C)n(CCOC)c2C)nc2sc(C)c(C)c2c1=O | -4 | 4 | i | -6 | 0 | 2.0 | -5 | -5 | -1 | i
Cn1c(CNC(=O)CCNC(=O)c2cccc(Br)c2)cc(=O)n(C)c1=O | -2 | -1 | i | 8 | 1 | -1.6 | -3 | 3 | 7 | i
Cc1ccccc1CNC(=O)C1CCC(=O)N(Cc2cccc(F)c2)C1 (stereo not drawn) | -5 | 1 | i | 1 | 3 | -0.9 | 4 | 2 | 4 | i
CC(C(=O)N1CCN(c2ccc([N+](=O)[O-])cc2)CC1)N1C(=O)C2CC=CCC2C1=O (stereo not drawn) | -8 | -3 | i | -3 | 6 | 0.7 | -21 | 0 | -3 | i
CCOC(=O)C1C(=O)NC(N2CCN(Cc3ccccc3)CC2)=NC1c1ccccc1 (stereo not drawn) | -10 | -1 | i | 0 | -9 | -1.1 | 0 | 1 | -2 | i
CCc1nnc(NC(=O)CSc2nnc(CNc3ccc(OC)cc3)n2CC)s1 | 0 | 1 | i | 1 | 0 | -0.4 | 4 | -5 | 3 | i
O=C(CC(Nc1cccc(Cl)c1Cl)C(=O)O)c1ccccc1 (stereo not drawn) | -1 | 0 | i | -6 | -4 | -0.5 | 8 | 1 | -3 | i
C/C(=C/c1ccccc1)C(=O)N1CCC(C)CC1 | 2 | 0 | i | -8 | -1 | 1.3 | -1 | -2 | 0 | i
CC1CCC2(CC1)NC(=O)N(CC(=O)N1CCc3ccccc3C1)C2=O (stereo not drawn) | -6 | 0 | i | -7 | -4 | -1.2 | 2 | 0 | 1 | i
O=C(Nc1ncc2c(n1)-c1ccccc1CC2)c1ccc(Cl)cc1 | 13 | 0 | i | 2 | 5 | -0.4 | 0 | -5 | 2 | i
O=C(/C=C/c1ccccc1Cl)Nn1cnc2ccccc2c1=O | -1 | 0 | i | -1 | -4 | -1.5 | 5 | 11 | 2 | i
COc1ccc(CC(NC(=O)c2ccccc2)C(=O)NCC(=O)O)cc1 (stereo not drawn) | -6 | -6 | i | 8 | 1 | -1.0 | 5 | 5 | 0 | i
CC(=O)Nc1ccc(C(=O)Nc2ccc(S(=O)(=O)N3CCCC3)cc2)cc1 | -3 | -1 | i | -15 | -1 | 0.5 | -2 | 0 | 1 | i
Cc1ccc(NC(=O)Nc2nc3ccccc3s2)cc1NC(=O)Nc1nc2ccccc2s1 | 28* | 0 | i | -4 | -3 | 2.5 | 25 | 6 | 5 | i
Cc1ccc([N+](=O)[O-])cc1N(CC(=O)N1CCCCC1)S(C)(=O)=O | 2 | 0 | i | -4 | 9 | -0.1 | -5 | -2 | -1 | i
O=[N+]([O-])c1cnccc1Nc1ccc(F)cc1 | -4 | 0 | i | -7 | 2 | -0.1 | -28 | -2 | 4 | i
Cc1ccc(NC(=O)Cn2nc(C)c([N+](=O)[O-])c2C)cc1Cl | -9 | -3 | i | -7 | 5 | -0.7 | -1 | 2 | 1 | i
CCOc1ccccc1/C=C/c1onc(C)c1S(=O)(=O)N1CCC(C(=O)N(CC)CC)CC1 | -10 | 4 | i | -7 | 1 | 4.2 | -10 | -6 | -1 | i
CCOc1ccc(OCCC(=O)OCC(=O)Nc2ccc3c(c2)OCO3)cc1 | -6 | 1 | i | -7 | -4 | 2.9 | 1 | -7 | -1 | i
COc1ccc(Br)c(C=O)c1OS(=O)(=O)c1ccc(C)cc1 | -9 | -1 | i | nt | 20 | -0.7 | 1 | 5 | 0 | i
O=C(Nc1ccccc1-c1ccccc1)c1ccc(NC(=O)c2ccco2)cc1 | -2 | 1 | i | -3 | 5 | 1.0 | 2 | -8 | -3 | i
CCOc1ccccc1-n1c(=S)sc2c(=O)n(-c3ccc(C)cc3)c(=S)[nH]c21 | 21 | 4 | i | -5 | -2 | 0.0 | -5 | -1 | -1 | i
